High-throughput results (PubChem BioAssay)
Growth percent in the NCI-60 one-dose screen (48 h, 10 µM unless noted): 100 = growth as untreated, 0 = no growth, -100 = all killed.
SF-295: SF-295 CNS cancer cells | AID 1794758 | actives 5.6% (n = 79,000)
KM12: KM12 colon cancer cells; actives 5% (n = 82,000)
SF-539: SF-539 CNS cancer. actives 6.8% (n = 81,000). AID 1794752
SF-268: SF-268 CNS cancer cells | actives 3.1% (n = 82,000) | AID 1794759
HCT-116: HCT-116 colon cancer; actives 7.3% (n = 82,000)
U251: U251 CNS tumor cells. actives 5.4% (n = 80,000). AID 1794753
SNB-19: SNB-19 CNS cancer cells; actives 2.5% (n = 81,000)
SNB-75: SNB-75 CNS cancer | actives 5% (n = 79,000) | AID 1794750
HCC-2998: HCC-2998 colon cancer; AID 1794799; actives 4.7% (n = 79,000)
* marks the source's active call; other numbers are inactive results; x = not tested or not shown; & = joins results of further samples. Rule for the calls: active = growth percent below 10; inactive = the rest.

The first two records, to show the layout:
Sequence of screens – SF-295	KM12	SF-539	SF-268	HCT-116	U251	SNB-19	SNB-75	HCC-2998
O=CN(Cc1nc2ccccc2[nH]1)c1ccc(C(=O)O)cc1
 : 130	110	100	108	112	102	108	86	106
COc1cc2ncnc(Nc3ccc(Oc4ccnc(C)c4)c(C)c3)c2cc1NC(=O)CC1CCSS1 (centres undefined)
 : -65*	-69*	1.5*	-53*	-65*	-13*	-32*	-3.3*	-89*

Main list, previewed entries included:
Sequence of screens – SF-295	KM12	SF-539	SF-268	HCT-116	U251	SNB-19	SNB-75	HCC-2998
O=CN(Cc1nc2ccccc2[nH]1)c1ccc(C(=O)O)cc1
 : 130	110	100	108	112	102	108	86	106
COc1cc2ncnc(Nc3ccc(Oc4ccnc(C)c4)c(C)c3)c2cc1NC(=O)CC1CCSS1 (centres undefined)
 : -65*	-69*	1.5*	-53*	-65*	-13*	-32*	-3.3*	-89*
COc1ccc(-c2nn(-c3ccc(NC(=O)Nc4cccc(Cl)c4Cl)cc3)cc2-c2ccncc2)cc1Cl
 : 56	65	70	73	62	63	87	70	96
COc1cccc(C(CCc2cc(OC)c(OC)c(OC)c2)NC(C)=O)c1 (centres undefined)
 : 126	112	103	111	110	101	112	91	112
CCOC(=O)C(c1ccccc1)N1C(=O)c2ccccc2C1=O (centres undefined)
 : 100	99	98	100	99	94	100	91	98
CCCC(CCC)NC(CC)CO (centres undefined)
 : 98	112	85	100	103	108	104	97	101
CC(=O)Nc1cccc(OCCCOc2ccc([N+](=O)[O-])cc2)c1
 : 92	104	98	112	98	88	109	92	98
C=C(C)[C@@H]1CC[C@]2(C(=O)N3CCNCC3)CC[C@]3(C)[C@H](CC[C@@H]4[C@@](C)(CCC(=O)N5CCNCC5)[C@H](C(=C)C)CC[C@]43C)[C@@H]12
 : 101	51	79	98	-56*	7.6*	99	86	81
COc1cccc(-c2cc(-c3ccc(C)s3)c(C#N)c(=O)[nH]2)c1
 : 97	92	91	82	101	96	93	68	104
Nc1ccc2ccccc2c1Cl
 : 90	75	95	92	92	97	91	61	112
COc1ccc(-c2ccc(NC(=O)Nc3cccc(C(F)(F)F)c3)c(C)n2)cc1
 : 48	46	81	75	27	50	68	78	81
O=C(Nc1cc(Cl)ccc1Cl)N1CCN(C(=O)Nc2cc(Cl)ccc2Cl)CC1
 : 112	110	109	114	102	103	105	91	104
Cc1ccc(S(=O)(=O)/N=C2\NNC(C)(c3ccccc3O)N2C(Cc2c[nH]c3ccccc23)C(=O)O)cc1 (centres undefined)
 : 99	96	100	97	88	86	91	90	99
CC1=CN2C(c3cccc([N+](=O)[O-])c3)=NON(c3ccc(C)cn3)C2C=C1 (centres undefined)
 : 105&72	95&98	97&106	97	50&89	89	108	89&114	113&101
Cn1ncc2c(C(=O)c3ccc(F)cc3)nc(C(C)(C)C)nc21
 : 100	100	97	97	95	99	95	90	103
CC(C)(C)OC(=O)c1ccc(NCc2cc(O)ccc2O)cc1
 : 78	8.1*	-70*	17	36	21	63	31	113
N#Cc1nnn(-c2ccc(S(N)(=O)=O)cc2)c1NC(=O)CCl
 : 98	95	99	98	95	92	96	86	106
Cc1cc(Nc2ncnc3ccccc23)n[nH]1
 : 99	123	101	102	110	x	104	55	110
O=C(CSc1nnc2n(Cc3ccccc3)c(=O)c3c4c(sc3n12)CCCC4)N1CCOCC1
 : 98	99	98	102	104	98	99	95	103
COc1cccc(C(=O)O)c1
 : 105	107	95	105	97	106	104	104	99
COc1ccc(/C=C(\C#N)n2nnc3ccc(Cl)cc32)cc1
 : 86	39	53	76	39	62	55	20	87
Cc1nc2ccc(Nc3nc(NCCN4CCOCC4)nc(Nc4ccc(F)cc4)n3)cc2n1Cc1ccccc1
 : -37*	43	30	62	28	29	79	51	45
O=C1CCC(=O)O1
 : 106	105	102	98	106	97	110	97	101
COc1ccc(C2CC(=O)c3c(nc4ccc(Cl)cc4c3N)C2)cc1 (centres undefined)
 : 95	103	107	108	100	106	103	96	111
CC(=O)Nc1ccc(C(=O)c2ccc(S(=O)(=O)Nc3ccccc3)cc2)cc1
 : 109	108	95	104	75	92	80	78	-97*
CC(C)(C)N(Cc1ccccc1)Cc1ccccc1
 : 106	104	117	111	100	104	105	95	113
O=C(/C=C(/C=C/c1ccc2[nH]ccc2c1)OB(F)F)/C=C/c1ccc2[nH]ccc2c1
 : -25*	-5.3*	-7.5*	17	-79*	-84*	13	23	-88*
C=CCC1CCCC/C1=C(\C#N)c1ccccc1 (centres undefined)
 : 102	106	100	107	99	x	90	97	101
COc1cc(/C=N/NC(=O)Cn2nnc3ccccc32)ccc1O
 : 97	92	102	94	94	99	92	87	97
C#Cc1c2c(c(OC)c3c1OCO3)[C@H]([C@H]1OC(=O)c3c1ccc(OC)c3OC)N(C)CC2
 : 78	60	96	90	90	88	93	86	86
CC(=O)OC[C@H]1OC(Sc2sc(C(=O)c3ccc(Cl)cc3)c(N)c2-c2nc3ccccc3s2)[C@H](OC(C)=O)[C@@H](OC(C)=O)[C@H]1OC(C)=O (some centres undefined)
 : 94	93	95	89	99	93	85	71	104
CN1[C@@H](CCc2ccc(OCCF)cc2)CCC[C@H]1CCc1ccc(OCCF)cc1
 : 92	113	108	103	86	85	101	85	86
CSc1ccc2c(c1)N(C(=O)/C(C#N)=C/c1ccc(N(C)C)cc1)c1ccccc1S2
 : 110	90	93	92	88	90	89	82	100
Cc1cnc(/C=N\NC(N)=S)c2cccc(N)c12
 : -30*	28	-48*	2.3*	17	25	24	-2.9*	-39*
c1ccc2[nH]c(CCCCc3nc4ccccc4[nH]3)nc2c1
 : 106	108	105	96	97	x	101	107	106
OC1(Cc2ccccc2)CCNCC1
 : 159	113	103	112	105	99	99	101	106
NC1=NCCO1
 : 101	98	97	83	99	99	106	98	x
CC(=O)Nc1nc(C)c(-c2n[nH]c(=S)n2-c2ccccc2)s1
 : 92	106	103	113	102	x	98	91	108
Cn1c2cc3c(oc-2nc1=N)-c1ccccc1OC3O (centres undefined)
 : 116	107	85	103	97	102	91	77	112
O=[N+]([O-])c1ccc(/C=N/NCc2nc(Cl)c3ccccc3n2)cc1
 : 99	97	100	99	101	96	101	87	108
O=C(Nc1cnc(C(F)(F)F)cn1)c1cc(Cl)ccc1O
 : x	3.9*	3.2*	18	1.1*	6.8*	24	-20*	15
CC(C)CNC(=O)c1c(N)n(CCc2ccccc2F)c2nc3ccccc3nc12
 : 107	103	104	99	82	98	103	97	106
COC(=O)C1C(O)C(C)C(O)C(C)C=C(C)C2=C3C(=C(C)C(=O)c4c(O)c(c(C)c(OC(C)=O)c43)NC(=O)C(C)=C/C=C\C(C)C(O)C(C)C1O)OCO2 (centres undefined)
 : 108	103	110	112	96	110	109	90	145
O=c1cc(O)nc[nH]1
 : 107	118	124	106	101	102	99	92	108
COc1ccc(/C=C2\N=C(c3ccccc3)OC2=O)cc1
 : 100	102	98	100	91	89	103	101	115
COc1ccc([C@@H](C[C@H](C)CO)c2cc3ccccc3o2)cc1
 : 95	98	102	95	92	99	107	91	100
CCOC(=O)C1=C(C(=O)c2ccc(OC)cc2)C(c2c(Cl)cccc2Cl)C(C(=O)c2ccc(OC)cc2)=C(C(=O)OCC)N1
 : 95	106	92	107	99	110	x	93	118
Nc1ccc(-c2nc3cc(Oc4ccc(Oc5ccc6[nH]c(-c7ccc(N)cc7)nc6c5)cc4)ccc3[nH]2)cc1
 : 63	104	102	113	97	97	110	115	106
COc1ccc(-c2nc(C#N)c(NCC(c3ccc(Cl)cc3)N3CCCCC3)o2)cc1 (centres undefined)
 : 96	85	101	90	80	96	113	91	107
CCC1(c2ccccc2)C(=O)Nc2ccc(F)cc21 (centres undefined)
 : 112	105	108	110	102	100	96	104	102
N=C(N)c1ccc(CNC[C@@H]2CN(c3ccc(N4CCC(C(=O)O)CC4)cc3)C(=O)O2)cc1
 : 101	100	93	95	102	101	98	74	111
CSC1=Nc2c(c(C)c(C)n2CCCC(=O)N(C(=O)NC2CCCCC2)C2CCCCC2)C2=NC(=O)CN12
 : 105	111	113	109	93	100	99	91	84
O=C(Nc1ccccc1)Nc1ccc(NC(=O)c2cc(=O)[nH]c3ccccc23)cc1
 : 98	81	98	95	72	79	78	80	95
COc1ccc(-c2nn(-c3ccccc3)cc2-c2c3c(nn2-c2ccc(Br)cc2)CC(C)(C)CC3=O)cc1
 : 107	88	104	86	78	90	94	87	103
Cc1cc(=O)oc2c1ccc1oc(C(=O)c3ccccc3)c(C)c12
 : 56	73	92	122	83	84	103	103	x
COc1ccccc1C(C[N+](=O)[O-])c1c(C)[nH]c2ccccc12 (centres undefined)
 : 92	97	100	84	100	97	98	69	104
O=S=Nc1ccc([N+](=O)[O-])cc1
 : 99	82	95	92	94	92	103	89	93
Fc1ccc(Nc2n[nH]c(-c3ccccc3)n2)cc1
 : 100	96	93	94	104	98	99	93	96
Oc1ccc(C2=NN(c3ccccc3)C(c3ccccc3)C2)cc1 (centres undefined)
 : x	91	95	95	96	91	105	83	110
COc1ccccc1CNC(=O)c1nc(-c2cc(OC)c(OC)c(OC)c2)n(-c2ccc(OC)c(OC)c2)n1
 : 104	95	94	101	90	103	87	51	106

Fetched one by one from above:
Sequence of screens – SF-295	KM12	SF-539	SF-268	HCT-116	U251	SNB-19	SNB-75	HCC-2998
CC(C)CNC(=O)c1c(N)n(CCc2ccccc2F)c2nc3ccccc3nc12
 : 107	103	104	99	82	98	103	97	106
O=C(Nc1ccccc1)Nc1ccc(NC(=O)c2cc(=O)[nH]c3ccccc23)cc1
 : 98	81	98	95	72	79	78	80	95
COc1ccccc1C(C[N+](=O)[O-])c1c(C)[nH]c2ccccc12 (centres undefined)
 : 92	97	100	84	100	97	98	69	104

Four compounds already listed, sorted by number of heavy atoms, rising.
Sequence of screens – SF-295	KM12	SF-539	SF-268	HCT-116	U251	SNB-19	SNB-75	HCC-2998
COc1ccc(/C=C2\N=C(c3ccccc3)OC2=O)cc1
 : 100	102	98	100	91	89	103	101	115
O=C(Nc1ccccc1)Nc1ccc(NC(=O)c2cc(=O)[nH]c3ccccc23)cc1
 : 98	81	98	95	72	79	78	80	95
N=C(N)c1ccc(CNC[C@@H]2CN(c3ccc(N4CCC(C(=O)O)CC4)cc3)C(=O)O2)cc1
 : 101	100	93	95	102	101	98	74	111
COc1ccccc1CNC(=O)c1nc(-c2cc(OC)c(OC)c(OC)c2)n(-c2ccc(OC)c(OC)c2)n1
 : 104	95	94	101	90	103	87	51	106

Further results.
Sequence of screens – SF-295	KM12	SF-539	SF-268	HCT-116	U251	SNB-19	SNB-75	HCC-2998
COC12C=C/C(=C(/C(=O)OCc3ccccn3)C(=O)CCCCCCCCC3(OC)C=C/C(=C(/C(=O)OCc4ccccn4)C(=O)CCCCCCCC1)O3)O2
 : -26*	-76*	-28*	-8.9*	-60*	-26*	13	1.3*	-83*
CC(C)C1=C[C@@]23CC[C@@H]4[C@](C)(CCC[C@]4(C)C(=O)NCc4ccccc4)[C@H]2C[C@@H]1[C@H]1C(=O)CCC(=O)[C@H]13
 : 83	85	72	80	60	67	83	81	90
CC(C)(O)c1ccc(C(=O)O)cc1
 : 99	103	97	102	100	96	104	93	111
O=C(O)c1ccc(NC(=S)NC(=O)c2ccc(Br)cc2)cc1
 : 87	99	92	109	101	79	86	72	97
O=C(CCN1CCCC1)Nc1ccc2c(Nc3ccc(Br)cc3)c3ccccc3nc2c1
 : 46	-59*	-68*	-7.8*	-58*	-51*	-0.6*	37	-73*
O=COCCCOCCCOc1ccccc1
 : 102	95	x	98	118	104	100	101	110
COc1cc(C)cc2oc3oc(=N)c(-c4csc(-c5c[nH]c6ccccc56)n4)cc3c(=O)c12
 : x	101	99	101	100	102	95	75	109
CC(=O)[C@@H]1CC[C@]2(C(=O)NC3CCCCC3)CC[C@]3(C)[C@H](CC[C@@H]4[C@@](C)(CCC#N)[C@H](C(C)=O)CC[C@]43C)[C@@H]12
 : 93	100	102	90	95	x	93	69	108
CCOC(=O)c1ccc(Nc2ncnc3c2c(C)nn3C)cc1
 : 99	106	107	98	105	98	93	111	103
CCC[S@@](=O)c1ccc2nc(NC(=O)OC)[nH]c2c1
 : 88	66	91	96	80	82	88	83	90
Cc1ccc(-c2nc3cc4nc5ccccc5nc4cc3n2C)cc1
 : 102	110	103	103	109	101	97	112	108
O=CNC1c2ccccc2CCc2ccccc21
 : 97&153	106&113	111&98	110&109	107&106	100&106	104&102	100&93	104&101
C[C@H]1[C@H](C)CC[C@]2(COC(=O)CCC(=O)NCC#CCN3CCNCC3)CC[C@]3(C)C(=CC[C@@H]4[C@@]5(C)CCCNC(C)(C)[C@@H]5CC[C@]43C)[C@H]12
 : 28	32	42	77	11	15	60	82	-42*
Clc1ccccc1-c1nc2ccccc2s1
 : 106	97	101	x	90	92	91	75	99
CC(=O)Oc1ccccc1[N+](=O)[O-]
 : 101	98	105	102	102	106	111	92	94
O=C(Nc1ccc(C(F)(F)F)cc1)Nc1ccc(F)c(C(=O)c2c[nH]c3ncccc23)c1F
 : 86	91	71	94	59	90	92	x	91
COc1ccc(CN(C(C)=O)c2cc(C)c([N+](=O)[O-])cc2OC)cc1OC
 : x	104	101	107	116	101	93	97	103
CC(O)C(O)C(O)C(/C=N\NC(N)=S)=N/NC(N)=S (centres undefined)
 : 106	108	106	110	103	95	94	x	106
CC(=O)Oc1ccc(CC(=O)O)cc1
 : 106	110	103	110	102	94	100	99	108
Cc1cc(S(=O)(=O)c2ccc(Cl)cc2)nc(S(=O)(=O)c2ccc(Cl)cc2)c1C#N
 : 98	113	105	103	80	96	103	83	108
Cc1[nH]nc2ccc3nc(-c4cnn(CCO)c4)c4c(c3c12)CCCC4
 : 43	19	34	58	34	57	74	32	46
NC1=CC(=O)c2ccccc2C1=O
 : 69	79	106	96	81	67	96	89	90
OC(c1ccc2ccccc2n1)c1c(Cl)cccc1Cl (centres undefined)
 : 96	101	103	104	88	98	97	61	97
